Cav3 T inh: human Cav3.2 channel inhibition, primary screen; B-score at 10 µM; hit rate 4% among 100,000; O95180; AID 449739; Cav3.2-expressing cells, Fluo-4 calcium fluorescence FDSS; active compounds read low;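 active = single-dose well whose peak fluorescence ratio is a statistical outlier from its plate by either plate-standardised score or position-corrected B-score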
Active calls of the source: *. This is a subset; the hit share may differ from the screen's.

Cav3 T inh	structure
0.65	CC(C)NS(=O)(=O)c1ccc(OCC(=O)N(C)Cc2ccccc2)cc1
-0.0062	O=C(NC(=S)Nc1ccc(Cl)cn1)c1cccs1
-4	Clc1ccc(CSc2nnc(-c3cccnc3)n2Cc2ccco2)c(Cl)c1
-0.14	Cc1csc(SCc2ccccc2C(=O)O)n1
0.7	O=C(NCC(=O)N(c1cccc(F)c1)C(C(=O)NCC1CCCO1)c1ccccc1)c1ccco1 (stereo not given)
0.52	CCNC(=O)c1oc2c(c1C)C(=O)CC(C)(C)C2
-5.3*	Cn1c(C(=O)NCCc2c[nH]c3ccccc23)cc2sccc21
0.55	CCN(CC)CCN1C(=O)c2ccccc2NC1c1ccc(F)cc1 (stereo not given)
0.49	COC(=O)c1ccccc1NC(=O)C1CC=CCC1C(=O)O (stereo not given)
-0.018	CS(=O)(=O)Nc1ccccc1C(=O)Nc1cc(Cl)cc(Cl)c1
-1.9	Cc1cc(C)c(C)c(S(=O)(=O)N2CCC(C(=O)OCC(=O)N3c4ccccc4NC(=O)C3(C)C)CC2)c1C
2.2	CC(=O)c1sc2nc(SCC(=O)N3CCCCC3)[nH]c(=O)c2c1C
-0.077	O=C(NCC(=O)N(c1ccccc1)C(C(=O)NCC1CCCO1)c1ccccc1)c1ccco1 (stereo not given)
0.031	N#Cc1sc(=O)[nH]c1Cl
0.33	COc1cc(C2C(C#N)=C(N)Oc3cc(C)oc(=O)c32)ccc1OC(=O)N1CCOCC1 (stereo not given)
-6.2*	Cc1nn(Cc2ccccc2)c(C)c1NC(=O)c1cc(-c2ccco2)on1
-1.3	O=C1CC(c2ccco2)Cc2nc(N3CCc4ccccc4C3)ncc21 (stereo not given)
0.92	CCn1c2c(c3cc(C(=O)O)ccc31)CCCC2=O
0.074	CN(C(=O)c1cccnc1)c1nc(-c2ccccc2)cs1
1.2	COCCNc1nc2c(c(=O)n(C)c(=O)n2C)n1Cc1cccc(C)c1

Arranged by the number under Cav3 T inh (ascending): 4 from the list above
Cav3 T inh	structure
-6.2*	Cc1nn(Cc2ccccc2)c(C)c1NC(=O)c1cc(-c2ccco2)on1
-0.077	O=C(NCC(=O)N(c1ccccc1)C(C(=O)NCC1CCCO1)c1ccccc1)c1ccco1 (stereo not given)
0.031	N#Cc1sc(=O)[nH]c1Cl
1.2	COCCNc1nc2c(c(=O)n(C)c(=O)n2C)n1Cc1cccc(C)c1

New compounds follow.
Cav3 T inh	structure
-0.22	CCOC(=O)c1c(C)nc2sc3c(c2c1-c1ccc(OC)cc1)NC(c1ccc(OC)cc1)NC3=O (stereo not given)
-0.22	CC(C)CCNC(=O)NC(=O)Cn1cc(C(F)(F)F)ccc1=O
-0.11	C[C@H](NC(=O)Cn1cncn1)c1ccccc1
-0.83	Cc1ccc(CSc2nnc(Cn3c(=O)sc4ccccc43)n2C)cc1
0.76	CC(C)C(NC(=O)c1ccccc1)C(=O)NC1=NCCS1 (stereo not given)
0.029	Cc1[nH]n(-c2ccccc2)c(=O)c1/C=N/n1c(C)nc2ccccc2c1=O
0.34	CCOC(=O)C1=C(C)N(C)C(=O)NC1c1cccc(O)c1 (stereo not given)
-5.4*	CCOc1ccc(N(CC(=O)NC2CCCC2)C(=O)CSc2nnc(COc3ccccc3)o2)cc1
-4.8*	COc1cc(C)c(C(C)C)cc1S(=O)(=O)n1cnc(C)c1
-1.6	O=C(Nc1nc2c(s1)CCCC2)c1ccc(Br)o1
1.3	CSc1nc(NC(C)=O)nc(C)c1Br
0.67	COC(=O)c1sc(=S)n(-c2ccccc2)c1N
0.21	COc1cccc(CC(=O)NCC2COc3ccccc3O2)c1OC (stereo not given)
0.58	O=c1cc(CSc2nnnn2-c2ccccc2)[nH]c2[nH]n(-c3ccccc3)c(=O)c12
0.39	Cc1csc(NC(=O)COc2ccc3c(C)cc(=O)oc3c2)n1
-1.1	CCCCCSc1nc2c(cnn2-c2ccccc2)c(=O)[nH]1
0.69	Brc1ccc(-c2nc(-c3ccncc3)no2)o1
-0.0075	O=C(Cn1nc(-c2ccc(F)cc2)ccc1=O)Nc1ccc(C(=O)NC2CC2)cc1
-1.7	CCCCNC(=O)c1ccc2c(OCC)n(CCCC)nc2c1
0.27	O=C(c1ccccc1)N1CCCC(c2nc3c(nnn3Cc3ccccc3)c(=O)[nH]2)C1 (stereo not given)
0.011	CCOC(=O)C1(C)NC(c2ccc(N(C)C)cc2)C2C(=O)N(CC)C(=O)C21 (stereo not given)
0.76	CCN(CC)CCCNC(=O)C1c2cc(OC)c(OC)cc2C(=O)N(C)C1c1cccs1 (stereo not given)
-0.49	Cn1c(=O)cc(OCCCC(=O)Nc2ccccn2)c2ccccc21
0.57	CSCCC(NS(=O)(=O)c1ccc2c(c1)oc(=O)n2C)C(=O)NC1CCCCC1 (stereo not given)
1	CCC(=O)N(Cc1ccco1)c1nc(-c2ccccc2)cs1
0.75	COCCn1c(SCC(=O)Nc2cccc(C)c2)nnc1C(C)C
0.42	COc1ccccc1OCC(=O)OCC(=O)NCCN1C(=O)CSC1=O
0.49	O=C(NC1CCCC1)C(c1ccsc1)N(C(=O)Cc1cccs1)c1ccccc1 (stereo not given)
-0.26	CCCCNC(=O)C(NS(=O)(=O)c1cccc2nsnc12)c1ccccc1 (stereo not given)
-2.9	CCn1c(Sc2ccc(N)cc2Cl)nc2ccccc21

In another format: results already given.
structure	Cav3 T inh
O=C(NC1CCCC1)C(c1ccsc1)N(C(=O)Cc1cccs1)c1ccccc1 (stereo not given)	0.49
CCCCNC(=O)C(NS(=O)(=O)c1cccc2nsnc12)c1ccccc1 (stereo not given)	-0.26

Some of these compounds in order of formula weight, high to low:
Cav3 T inh	structure
0.76	CCN(CC)CCCNC(=O)C1c2cc(OC)c(OC)cc2C(=O)N(C)C1c1cccs1 (stereo not given)
0.57	CSCCC(NS(=O)(=O)c1ccc2c(c1)oc(=O)n2C)C(=O)NC1CCCCC1 (stereo not given)
0.42	COc1ccccc1OCC(=O)OCC(=O)NCCN1C(=O)CSC1=O
0.011	CCOC(=O)C1(C)NC(c2ccc(N(C)C)cc2)C2C(=O)N(CC)C(=O)C21 (stereo not given)
-0.49	Cn1c(=O)cc(OCCCC(=O)Nc2ccccn2)c2ccccc21

Remaining list, next part:
Cav3 T inh	structure
1.6	O=C(c1cnc2ccccn2c1=O)N1CCc2ccccc21
0.81	COc1cc(C)c(CNC2CCCCC2)cc1C
2.4	CCN(c1cccc(C)c1)S(=O)(=O)c1ccc2c(c1)CCN2C(C)=O
1.2	Cc1ccc(S(=O)(=O)N2CCCCC2C(=O)N2CCN(C)CC2)cc1 (stereo not given)
0.19	CC(Sc1cccc2cccc(C(=O)O)c12)C(=O)O (stereo not given)
1.4	Cc1cccnc1NC(=S)NC(=O)/C=C/c1ccco1
0.38	CC(C)c1nc(NCCN2CCOCC2)c(C#N)c2c1COC(C)(C)C2
0.05	O=NC1=C(c2c(O)[nH]c3ccccc23)CCCC1
0.91	CCOc1ccc(OCC)c(NC(=O)CSc2nnc(-c3cccnc3)o2)c1
-0.53	Cc1cccc(NC(=O)c2sc(Cl)nc2-c2ccccc2)c1
-1.5	Cc1ccc(-c2nnn(CC(=O)N(Cc3cccs3)C(C(=O)NC3CCCC3)c3ccncc3)n2)cc1 (stereo not given)
-1.1	CC1CCc2cc(F)cc3c(O)c(C(=O)NCc4ccco4)c(=O)n1c23 (stereo not given)
-0.59	Cc1n[nH]c(C)c1CCCOc1ccccc1
-6.4*	Cc1c(Cl)c([N+](=O)[O-])nn1Cc1ccc(C(=O)N/N=C\c2cccc(Br)c2)o1
0.44	C=C(C)C(=O)Nc1cccc(C2=NOC3(C2)C[C@H](C(N)=O)N(C(=O)CC)C3)c1 (stereo not given in full)
-0.057	CSc1nc(C)cc(OCCNS(=O)(=O)c2cc(C)ccc2C)n1
0.41	O=C(CCNS(=O)(=O)c1cccc2nsnc12)Nc1ccc2c(c1)OCCO2
0.94	Cc1ccc(N=c2oc3cc(O)ccc3cc2C(N)=O)cc1
-1.9	O=C(Nc1ccc(S(=O)(=O)Nc2ccc(Cl)cc2)cc1)C1CCCO1 (stereo not given)
-1.8	Cc1ccc(N2CC(C(=O)Oc3cccc(N4C(=O)CCC4=O)c3)CC2=O)cc1 (stereo not given)
-0.025	CCn1c(SCC(=O)c2ccccc2)nnc1-c1cccs1
-0.49	Cn1c(SCc2ccccc2)nnc1-c1ccncc1
-0.089	COc1ccc(-c2nc(S(=O)(=O)c3ccc(C)cc3)c(N3CCCC3)o2)cc1
-3.2	CCOc1ccccc1NC(=O)Cc1coc2cc(C)ccc12
-0.46	COc1ccc(C2NC(=O)CS2)cc1OC (stereo not given)
-3.3*	CC(C)C[C@H](CO)Nc1nc(N(C)c2cccc(Cl)c2)c2ncn(C(C)C)c2n1
1.5	Cc1cccc(-c2n[nH]c([N+](=O)[O-])n2)c1
-0.65	Cc1ccc(CN(CC(=O)NCCc2ccccc2)C(=O)CCCC(=O)Nc2cc(C)on2)cc1
-1.8	CCOC(=O)CSc1nnc(CNc2ccc(Cl)cc2)n1-c1ccccc1
1.4	CCOC(=O)c1cnn(-c2ccccc2)c1NC(=O)CSc1nnc(-c2cccs2)n1CC
-0.044	CC(C)CC(NC(=O)c1ccc(Cl)cc1)C(=O)O (stereo not given)
-0.33	CC(C)(C)c1ccc(SCC(N)=O)cc1
1.4	CCCCN1Cc2cc(C(=O)c3cc(F)ccc3O)cnc2NC1=O
-5.1*	CCc1cc2ccc(C)cc2nc1SCC(=O)N1CCN(C(=O)c2ccco2)CC1
0.11	CCOC(=O)c1cc2c(ccn2C)n1CC(=O)N1CCC(C)CC1
1.1	COc1ccc(-c2coc3cc(O)cc(O)c3c2=O)cc1
-1.6	CCOC(=O)CC1ON(C)C(=O)N1c1ccc([N+](=O)[O-])cc1 (stereo not given)
1.1	Cn1ccnc1SCc1cc(=O)[nH]c2ccccc12
-1.7	O=C(CSc1ncc(-c2ccc(F)cc2)[nH]1)Nc1cccc(O)c1
0.052	O=C(Cc1cccs1)Nc1nnc(CCc2ccccc2)s1
-0.58	N#Cc1c(/N=C/c2ccco2)sc2c1CCC2
-1.8	CS(=O)(=O)c1sc2nc(-c3ccccc3)cc(-c3ccccc3)c2c1N
0.8	CC(=O)N1CCC2(CC1)C(C#N)=C(N)Oc1n[nH]c(CSc3ccc(C)cc3)c12
0.79	CCC(=O)N1CCc2cc(S(=O)(=O)CCC(=O)Nc3ccc(C)c(F)c3)ccc21
-1.6	Cc1cc(C)c(S(=O)(=O)N(C2=NCCS2)S(=O)(=O)c2c(C)cc(C)cc2C)c(C)c1
-2.7	O=C1CC(c2cccs2)Sc2nc3ccccc3n21 (stereo not given)
-4.2*	COc1ccc(N2CCN(c3nc4ccccc4nc3NS(=O)(=O)c3ccccc3)CC2)cc1
-2.6	COC(=O)C1=C(N)Oc2cc(C)n(Cc3ccccc3)c(=O)c2C1c1ccccc1 (stereo not given)
0.085	CCNC(=O)NC(=O)CSc1ccc(NC(C)=O)cc1
0.16	CC(C)N(c1ccccc1)c1ncnc(NCCC(=O)O)c1[N+](=O)[O-]

Other records follow:
Cav3 T inh	structure
0.29	Cc1ccc2c(c1)C1(OCCO1)C(=O)N2
-0.5	COc1ccc(NC(=O)CSc2nnc(Cc3ccccc3)o2)c(OC)c1
-0.07	CCCCNC(=S)NNC(=O)c1nn(C)cc1Cl
-1.5	O=C(C1CCN(S(=O)(=O)c2cccc3cccnc23)CC1)N1CCN(c2ccccc2)CC1
0.98	c1ccc(-c2nnc3sc(-c4ccncc4)nn23)cc1
-1.1	COc1ccc(S(=O)(=O)N2CCC(C(=O)N3CCc4ccccc4C3)CC2)cc1
-0.26	Cc1cc(S(=O)(=O)NCC(=O)O)ccc1F
0.14	O=C1/C(=C\c2ccc(Br)o2)SC(=Nc2ccccc2)N1c1ccccc1
0.013	Cc1cc2ccccc2c(=O)[nH]1
1	O=C(c1cccc(Cl)c1)N1CCCC(C(=O)N2CCCCCC2)C1 (stereo not given)
-1.9	CCCCOc1ccc(C(C)NC(=O)C2CCCN(S(=O)(=O)CC)C2)cc1 (stereo not given)
0.85	CC(NC(=O)C12CC3CC(CC(C3)C1)C2)C(=O)NCCN(C)C (stereo not given)
0.75	CCOC(=O)C1=C2SCCN2C(=O)C(C#N)C1(C)C (stereo not given)
-1.3	Cc1ccc(-c2nc(CS(=O)CC(=O)NC3CCCC3)c(C)o2)cc1 (stereo not given)
-0.7	CCc1c(C)nc2ccc(Br)cc2c1Cl
-0.44	Cn1cccc1C(=O)OCc1csc(-c2ccccc2)n1
-1.8	CCOCC(=O)Nc1ccc(C)c(Cl)c1
0.25	CCN1CN=C(NS(=O)(=O)c2ccc(C)cc2)NC1
-0.29	COc1ccc(OC)c(C2=Nn3c(nnc3-c3ccco3)SC2)c1
1.8	COc1ccc(/C=C/C(=O)c2ccc(O)cc2)cc1

Entries above containing a COOH group (7):
Cav3 T inh	structure
-0.14	Cc1csc(SCc2ccccc2C(=O)O)n1
0.49	COC(=O)c1ccccc1NC(=O)C1CC=CCC1C(=O)O (stereo not given)
0.92	CCn1c2c(c3cc(C(=O)O)ccc31)CCCC2=O
0.19	CC(Sc1cccc2cccc(C(=O)O)c12)C(=O)O (stereo not given)
-0.044	CC(C)CC(NC(=O)c1ccc(Cl)cc1)C(=O)O (stereo not given)
0.16	CC(C)N(c1ccccc1)c1ncnc(NCCC(=O)O)c1[N+](=O)[O-]
-0.26	Cc1cc(S(=O)(=O)NCC(=O)O)ccc1F

(further entries)
Cav3 T inh	structure
-0.11	Cc1[nH]c2ccc3c(ncn3CCC#N)c2c1C
-3.6	O=S(=O)(Nc1ccc2c(c1)nc1n2CCN(Cc2ccccc2)C1)c1ccc(Cl)cc1
0.088	Cc1ccc(C)c2[nH]c(=O)c(CN(CCCN(C)C)C(=O)NCc3ccccc3)cc12
-0.48	CCOC(=O)/C(=N\Nc1cccc(C(F)(F)F)c1)N(CCOC)CCOC
0.78	COc1ccc(C(=O)CCC(=O)O)c(C)c1
2.5	CCOc1ccc(NC(=O)c2cnc3scc(C)n3c2=O)cc1
0.066	CCOc1c(Br)cc(C(N)=O)cc1OC
0.026	CCOc1ccc(C(=O)NN2C(=O)C3C4C=CC(O4)C3C2=O)cc1 (stereo not given)

High-throughput results (PubChem BioAssay)
